Bioassay records (PubChem BioAssay)
ADAM17 inh – ADAM17 inhibitors, primary screen, biochemical, QFRET | recombinant ADAM17, EDANS/DABCYL FRET peptide cleavage | Disintegrin and metalloproteinase domain-containing protein 17 (Homo sapiens), P78536 | inhibition, % at 6.95 µM | actives 0.83% (n = 370,000) | AID 720648, 2013;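 active = inhibition above the mean of compounds lying between control limits plus 3 SD, set per campaign, cut at about 8.5% in these data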;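 note: 0% = DMSO-only wells as the low control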
ADAM10 inh – human ADAM10 inhibitors, primary screen, biochemical, QFRET, HTS; recombinant ADAM10, EDANS/DABCYL FRET peptide cleavage, 3 h; inhibition, % at 7 µM; actives 0.62% (n = 370,000);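 active = inhibition above a per-campaign cutoff equal to the mean of compounds falling between control-based bounds plus 3 SD, cut at about 20% in these data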;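 note: 0% = DMSO wells while the 100% control is not disclosed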
hgDAF12 agonist – H. glycines DAF-12 receptor agonists, primary screen, cell-based, luminescence, HEK293, GAL4 fusion, UAS-luciferase; Nuclear hormone receptor DAF-12 (Heterodera glycines), GAL4 fusion; HEK293 GAL4-hgDAF12 UAS-luciferase reporter, agonist luminescence; normalized to butyrate control; activation, % at 6.8 µM; actives 1.8% (n = 370,000); AID 687014, 2013;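 active = activation above a cutoff set at the mean of all screened compounds plus 3 SD, cut at about 10% in these data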;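 note: 0% = DMSO wells and 100% = sodium butyrate wells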
PG9 Ab binder – binders of HIV-1 gp120 antibody PG9, primary screen, biochemical, TR-FRET; actives 0.43% (n = 360,000); AID 624416, 2012; TR-FRET gp120-PG9 antibody binding; inhibition, % at 6.7 µM; in the data active = inhibition above about 8.5%
SMARCA2 activ – SMARCA2 (BRM) function activators, primary screen, cell-based, luminescence, high throughput | MG213 cells, MMTV-luciferase reporter, dexamethasone, overnight | activation, % at 9.1 µM | actives 1% (n = 370,000) | AID 652017, 2013; in the data active = activation above about 7.8%;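 note: 0% = vehicle wells and 100% = reference activator wells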
GC-A act – GC-A stimulated cGMP production enhancers – HEK293 GC-A cells, cGMP TR-FRET, EC30 ANP, primary screen | 0% at EC30 ANP, 100% saturating ANP | Atrial natriuretic peptide receptor 1 (Homo sapiens), P16066 | AID 1671463, 2021 | actives 0.14% (n = 370,000) | activation, % at 10 µM; in the data active = activation above about 40%
Target sequence (P16066 whole entry, looked up): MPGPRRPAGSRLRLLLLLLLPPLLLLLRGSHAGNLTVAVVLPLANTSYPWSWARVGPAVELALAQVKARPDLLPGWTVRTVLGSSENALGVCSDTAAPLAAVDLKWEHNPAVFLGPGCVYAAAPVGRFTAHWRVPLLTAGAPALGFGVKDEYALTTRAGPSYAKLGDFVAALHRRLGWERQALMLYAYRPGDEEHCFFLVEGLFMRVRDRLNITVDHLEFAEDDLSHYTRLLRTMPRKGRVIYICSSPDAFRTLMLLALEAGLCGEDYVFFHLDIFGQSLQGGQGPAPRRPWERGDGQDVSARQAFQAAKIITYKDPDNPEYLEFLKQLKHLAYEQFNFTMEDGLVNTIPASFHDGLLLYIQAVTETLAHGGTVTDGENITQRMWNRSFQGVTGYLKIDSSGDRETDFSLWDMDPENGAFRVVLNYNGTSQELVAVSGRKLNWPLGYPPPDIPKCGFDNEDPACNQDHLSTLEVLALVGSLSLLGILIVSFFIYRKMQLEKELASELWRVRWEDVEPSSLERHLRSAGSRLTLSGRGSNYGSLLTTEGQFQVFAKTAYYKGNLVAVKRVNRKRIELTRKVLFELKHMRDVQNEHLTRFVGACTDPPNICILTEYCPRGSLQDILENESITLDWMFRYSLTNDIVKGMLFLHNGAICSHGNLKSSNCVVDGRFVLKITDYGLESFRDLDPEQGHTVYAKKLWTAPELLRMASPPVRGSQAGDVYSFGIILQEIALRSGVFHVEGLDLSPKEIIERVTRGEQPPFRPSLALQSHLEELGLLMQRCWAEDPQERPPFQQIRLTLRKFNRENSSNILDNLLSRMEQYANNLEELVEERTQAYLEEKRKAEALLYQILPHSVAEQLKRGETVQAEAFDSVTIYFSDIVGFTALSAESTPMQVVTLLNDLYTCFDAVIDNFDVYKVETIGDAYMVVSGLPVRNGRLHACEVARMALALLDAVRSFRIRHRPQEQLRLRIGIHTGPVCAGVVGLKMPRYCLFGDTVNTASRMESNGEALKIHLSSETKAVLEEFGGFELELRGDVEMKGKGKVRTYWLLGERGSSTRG
DAX1 inh-1 – DAX1 (NR0B1) inhibitors on StAR promoter, primary screen, cell-based, luminescence, SF-1 (NR5A1), full-length DAX-1. HEK293T StAR-luciferase reporter, SF-1/DAX-1 repression relief. inhibition, % at 6.8 µM. AID 652010, 2013. actives 1.1% (n = 370,000);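 active = inhibition above the mean over all tested compounds plus 3 SD, cut at about 3.6% in these data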;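 note: 0% = DAX-1 cells with DMSO and 100% = cells lacking DAX-1 with DMSO; higher inhibition means more luminescence from relief of DAX-1 repression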
DAX1 inh-2 – DAX1 (NR0B1) inhibitors, primary screen, cell-based, HEK293, Gal4-DAX1, luciferase luminescence; Nuclear receptor subfamily 0 group B member 1 (Homo sapiens), P51843; HEK293 Gal4-DAX1 luciferase reporter; AID 504766, 2011; actives 0.99% (n = 340,000); inhibition, % at 6.75 µM;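 active = inhibition above the mean over all tested compounds plus 3 SD, cut at about 4.2% in these data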;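 note: 0% = DAX1-transfected cells with DMSO and 100% = empty-vector control cells with DMSO; inhibition shows as a rise in luminescence from relieved DAX1 repression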
FXN GAA850 act – FXN promoter activators, primary screen, cell-based, luciferase luminescence, HEK293 lucGAA850 | HEK293 lucGAA850 FXN promoter luciferase reporter, 24 h; percent of 10 µM SAHA response | activation, % at 6 µM | actives 0.56% (n = 360,000);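 active = activation above the average of all compounds screened plus 3 SD, cutoff fixed separately per campaign, cut at about 7.5% in these data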;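 note: 0% = DMSO wells and 100% = 10 µM SAHA wells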
hcDAF-12 act – H. contortus DAF-12 nuclear receptor activators, primary screen, cell-based, luminescence, HEK293, lit1-tk-luc reporter; HEK293 hcDAF-12 lit1-tk-luc reporter; 0% DMSO, 100% Δ7-dafachronic acid; activation, % at 6.8 µM; actives 1.4% (n = 370,000);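 active = activation above the mean of all tested compounds plus 3 SD, cut at about 5.5% in these data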;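 note: 100% = response to 3 µM Δ7-dafachronic acid high control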
ssDAF-12 act – S. stercoralis DAF-12 nuclear receptor activators, primary screen, cell-based, luminescence, HEK293, GRIP1 co-expression, lit1-tk-luc. Nuclear hormone receptor DAF-12 (Strongyloides stercoralis). HEK293 ssDAF-12/GRIP1 lit1-tk-luc reporter; % of 3 µM dafachronic acid response. activation, % at 6.8 µM. actives 1% (n = 370,000). AID 652126, 2013;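 active = activation above the mean over all tested compounds plus 3 SD, cut at about 0.9% in these data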;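 note: 0% = DMSO-only wells and 100% = 3 µM delta7-dafachronic acid wells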
An asterisk follows results filed as active; nt = not tested or not shown.

SMILES	ADAM17 inh	ADAM10 inh	hgDAF12 agonist	PG9 Ab binder	SMARCA2 activ	GC-A act	DAX1 inh-1	DAX1 inh-2	FXN GAA850 act	hcDAF-12 act	ssDAF-12 act
COc1cccc(CNc2nc3cc(-c4cccc(C(=O)NCCO)c4)sc3c(=O)n2C)c1	-9.5	-20.2	-1.6	-1.4	2.2	2.5	0.4	nt	-0.6	-0.8	-1.5
CC1CCCN(C(=O)Cc2cn(Cc3cccc(Cl)c3)c3ccccc23)C1 (stereo not given)	2.6	11.2	-1.1	-0.6	-3.6	-13.6	0.2	0.4	0.7	-1.6	-1.0
CCCC(=O)C1=C(O)C(C(=O)OC)C(C)(C)CC1=Nc1ccc(C)cc1 (stereo not given)	-1.8	4.1	2.7	1.5	1.8	1.8	-0.2	-0.6	1.7	-1.8	-2.2
CCOCC(=O)N1CCc2ccccc21	-3.7	3.8	1.6	0.1	1.7	1.9	0.2	-0.7	1.2	5.3	0.0
O=C(CCC1CCCN(c2ncccn2)C1)N1CCN(c2ccccn2)CC1 (stereo not given)	-6.0	-16.5	-0.9	-0.8	3.5	-1.4	-0.3	2.2	2.0	-2.4	-1.3
CC(C)(C)NC(=O)c1ccc2c(c1)N(CC(=O)N1CCCCC1)C(=O)C(C)(C)O2	-1.7	7.8	0.3	-1.5	-2.1	2.2	0.4	-0.1	4.7	-1.9	-1.0
Cc1ccc(OC(=O)COc2ccccc2C)cc1	0.1	-1.7	-1.4	-1.3	0.5	-0.9	-0.3	0.9	1.6	-2.0	-0.9
COc1cccc(-c2nc(CS(=O)CC(=O)NC(C)CCc3ccccc3)c(C)o2)c1 (stereo not given)	-1.5	3.6	0.8	-1.5	-3.5	-10.0	-0.6	-0.4	0.2	-1.1	-1.0
COC(=O)c1c(NC(=O)CCc2ccc(C)o2)sc(C)c1C	-4.3	1.7	2.1	0.3	1.0	-2.6	-0.3	-0.2	0.8	1.4	-0.5
CC12CCC(=O)N1C(C(=O)Nc1nccs1)CS2 (stereo not given)	-0.8	-5.7	0.8	1.1	-0.6	2.2	0.5	0.2	-0.3	0.4	-0.4
CCOCCCn1c(SCC(=O)N(C)C2CCS(=O)(=O)C2)nc2ccccc2c1=O (stereo not given)	-5.8	-5.1	-2.5	0.7	2.0	0.0	0.5	-0.1	-0.2	-1.8	-0.9
Cc1cc(NC(=O)CSc2nnc3ccc(-c4ccccc4)nn23)no1	-1.8	-15.4	-1.6	-0.5	-0.4	-11.7	-1.2	0.2	-0.8	1.1	-0.2
COC(=O)c1ccccc1NC(=O)C1CC(=O)N(c2ccc(OC)cc2)C1 (stereo not given)	-1.7	2.0	2.6	-0.6	-1.7	-5.9	0.7	-0.2	-0.1	1.5	-2.5
S=C(NC1CC1)N1CCN(C(=S)NC2CC2)CC1	2.3	-7.2	-3.0	-3.4	-2.6	1.0	-1.1	0.2	-0.8	-0.9	-1.1
Cc1ccc(SCC(=O)N2CCN(S(=O)(=O)c3cccs3)CC2)cc1	0.6	8.4	1.2	0.6	1.9	-3.8	-0.4	0.5	-0.3	-0.8	-1.4
COc1ccc(NC(=O)c2c(C)nn(Cc3ccccc3)c2Cl)cc1S(=O)(=O)N1CCOCC1	-3.1	-2.0	-5.6	-0.5	-3.3	0.8	-1.5	-1.5	0.9	-2.6	-1.6
COc1ccc(N2C(=O)CCC2(C#N)c2ccc(OC)cc2)cc1 (stereo not given)	-4.9	4.7	-2.5	0.2	1.5	-6.8	0.0	-0.1	1.0	-0.8	-1.4
O=C(COC(=O)c1ccco1)Nc1ccc2c(c1)OCO2	9.6*	1.9	2.5	0.6	1.4	-6.0	0.2	0.7	-0.4	1.0	-0.6
CC(=O)Nc1ccc(Oc2ncccn2)c(Cl)c1	-4.9	0.4	1.5	-1.6	-0.2	1.0	-0.1	-0.1	0.7	-0.1	-1.4
Cc1ccc(C(=O)CN(Cc2ccccc2)C2=NCCS2)cc1	0.0	1.3	1.5	0.2	-3.3	-5.5	-0.3	-1.5	-0.6	-2.5	-0.6
Cc1cc(N/N=C/c2ccccc2Br)nc2ccccc12	4.5	5.4	2.7	-0.3	-0.7	-2.9	0.3	0.0	6.4	0.6	-1.2
O=C(Nc1ccc2ccccc2c1[N+](=O)[O-])c1ccccc1	-1.2	-0.2	15.2*	-0.1	5.8	-0.9	5.0*	3.4	3.1	4.8	0.6
CCC1CCCCN1C(=O)Cn1c(=O)oc2ccccc21 (stereo not given)	-0.2	11.0	-0.2	-1.0	-2.8	1.5	0.3	1.2	1.8	-0.9	-0.1
CCOC(=O)N1CCC(NC(=O)Cn2ncc3c4ccccc4n(C)c3c2=O)CC1	-5.9	-13.6	-0.8	0.0	0.5	0.2	0.5	2.2	-0.1	1.0	-0.6
COc1ccc(/C=N/NC(=S)NC2CCS(=O)(=O)C2)cc1OC (stereo not given)	-5.5	-4.9	1.1	-1.5	-0.9	8.2	-0.6	-1.5	5.3	-0.9	-1.8
O=C1CCCN2N=C(SCC(=O)Nc3ccc(F)cc3F)SC2=N1	0.3	0.3	1.3	0.8	-2.2	-1.2	-0.2	-1.7	0.1	-3.2	-1.4
O=C(CN1C(=O)NC2(CCCCC2)C1=O)N1CCN(S(=O)(=O)c2ccccc2)CC1	-1.0	11.7	-2.7	1.5	3.9	1.4	-0.8	2.0	-0.1	-1.3	-0.9
CN(Cc1cccc(F)c1)C(=O)CSc1nnnn1C1CC1	-1.9	-6.7	-1.0	-1.1	-2.0	2.9	1.3	1.0	1.9	-0.3	-0.8
CCC1(C)Cc2c(sc3nnn(CC(=O)Nc4ccc(C)cc4)c(=O)c23)CO1 (stereo not given)	-0.7	1.9	0.5	2.2	-3.6	-2.8	0.8	-0.2	1.7	-1.5	-1.3
Cc1cccc(NS(=O)(=O)c2nnc(NC(=O)c3cccc(C)c3)s2)c1	3.5	6.0	-2.5	1.0	0.7	-0.8	-0.1	-1.3	3.6	1.3	-0.6
COc1cccc(CNC(=O)c2ccc(NS(=O)(=O)c3ccc4[nH]c(=O)[nH]c4c3)cc2)c1	-1.6	0.1	-1.5	3.1	-1.5	-0.7	0.1	-0.1	1.9	-0.1	-1.2
OC[C@@H]1CN(Cc2cccs2)C[C@H](n2cnc3c(N4CCCC4)ncnc32)O1	-4.3	-3.6	1.5	1.0	0.4	1.7	-0.1	nt	1.9	0.1	-0.7
CC(=O)OC1COC(OC(C)=O)CO1 (stereo not given)	-4.2	-8.7	-0.2	-0.4	0.7	5.3	0.3	0.0	0.0	-0.6	-0.5
COc1ccc(C(c2nnnn2Cc2ccccc2)N2CCN(C(=O)c3ccco3)CC2)cc1 (stereo not given)	-3.3	-1.5	0.9	1.2	-1.5	0.7	-0.9	-1.3	-0.2	-0.3	-1.1
CCOC(=O)C1=C(c2ccccc2)NC(=O)NC1c1ccc(O)c(OCC)c1 (stereo not given)	-3.2	-1.1	-3.8	-0.2	-1.2	-4.3	-0.1	-0.3	0.2	-0.9	-1.3
COc1cc(/C=C(\NC(C)=O)C(=O)NC(C)(C)CC(C)(C)C)ccc1OC(C)=O	-1.5	-1.0	0.4	-0.2	1.2	0.3	0.4	0.5	-1.3	-2.1	-1.7
C[C@@H]1CN([C@H](C)CO)C(=O)c2cc(Br)cnc2O[C@H]1CN(C)C(=O)c1ccccc1	0.5	0.1	-1.0	-1.3	-5.1	-2.8	0.6	1.0	-0.3	-0.4	-0.9
c1ccc(OCc2nn3c(Cn4cnc5ccccc54)nnc3s2)cc1	-2.0	-1.8	-1.5	1.3	-3.6	1.2	-1.3	-0.3	-1.4	-1.3	-1.6
CCN(CC)CCN1C(=O)C(=O)/C(=C(/O)c2ccc3c(c2)CC(C)O3)C1c1ccc(OC)cc1 (stereo not given)	-2.9	-3.9	-1.1	0.9	-2.8	1.3	-0.2	1.2	1.3	-0.1	-1.1
COc1cc(/C=N/Nc2nncn2N)ccc1OCc1c(C)no[n+]1[O-]	0.3	11.1	-10.7	1.1	-2.4	-2.6	-3.1	-1.5	-2.4	-2.2	-2.0
Cc1ccc2cn[nH]c2c1N	-0.2	5.4	3.2	-5.3	-0.2	-3.3	-0.6	-0.3	0.6	6.9*	0.7
CCc1c(C)nc(N2CCN(Cc3ccc4c(c3)OCO4)CC2)[nH]c1=O	-2.2	3.6	-0.8	-0.7	-1.1	-1.7	-0.2	-0.4	1.6	-0.1	-0.7
O=C(NCCCN1CCOCC1)c1cccc(S(=O)(=O)Nc2ccc(F)cc2)c1	-4.7	-22.2	-3.7	-0.8	-2.8	-1.2	-1.2	0.8	1.3	-1.7	-1.3
FC(F)(F)c1nnc2ccc(Cl)nn12	0.8	-0.6	-0.1	0.9	-1.9	1.5	0.6	0.0	0.8	-1.0	-1.4
CC1CC(C)CN(C(=O)c2cccc(S(=O)(=O)NCc3ccccc3)c2)C1 (stereo not given)	-5.8	-10.4	-1.5	0.5	-0.4	2.6	-1.2	0.5	0.0	-1.0	-0.8
CCCN1C(=O)C(Cc2nc3ccccc3c(=O)n2-c2ccccc2)c2cc(C)ccc21 (stereo not given)	2.1	1.2	2.2	0.4	8.9*	-41.1	-0.5	0.0	-0.1	1.6	-1.1
CCCCOc1cccc(C(=O)N(Cc2cccs2)C2CCS(=O)(=O)C2)c1 (stereo not given)	-3.8	-2.3	-2.8	0.0	-2.0	-2.6	0.0	-1.0	-1.4	-1.9	-1.2
O=C(NC1CCCCC1)c1cc(C2CC2)nn1-c1ccccc1	-0.7	-1.9	0.3	1.5	-0.2	-5.5	-0.2	-0.4	0.4	-2.8	-1.4
COc1ccccc1/C=N\Nc1cn[nH]c(=O)c1Cl	-3.1	-18.1	-1.1	-3.1	-1.0	3.5	-0.8	-0.5	3.3	-0.1	-0.4
CCn1c(CNc2ccc(F)cc2)nnc1SCC(=O)OC1CCCCC1	-4.8	3.9	-0.1	-1.4	-4.2	-0.2	0.6	-0.5	-2.1	-1.1	-1.3
O=c1[nH]c(C2C3CC4CC(C3)CC2C4)nc2ccccc12 (stereo not given)	1.8	-5.1	-1.5	0.1	-2.4	-4.8	0.0	-0.9	1.3	-1.4	-2.1
Cc1ccc(CNC(=O)Cn2cc(C(F)(F)F)ccc2=O)cc1	3.4	-4.2	3.9	0.1	-1.4	2.0	0.6	0.3	0.3	1.1	-1.0
